# Compound activity deposited in PubChem BioAssay by National Center for Advancing Translational Sciences (NCATS).
# APEX1 inh – qHTS Assay for Inhibitors of the Human Apurinic/apyrimidinic Endonuclease 1 (APE1). DNA repair nuclease/redox regulator APEX1 (Homo sapiens), P27695. recombinant APE1, TAMRA/BHQ-2 abasic DNA cleavage fluorescence. Potency, µM (titrated, usually from 65.8 µM), for inactives: at the top dose activity change, negative = inhibition, most hits filed as inhibitors. 350,000 tested, 0.35% active. AID 2517, 2012;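 also: potency is read from the fitted curve at half-maximal effect; plate controls were vehicle for no effect and reference inhibitor for full effect; nearly all actives have a fitted effect of over 55% in size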
#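 APE1 at 0.75 nM final was preincubated with compound 15 min at room temperature, then 50 nM double-stranded THF abasic-site substrate (5'-TAMRA/3'-BHQ-2) was added. Fluorescence (ex 525/em 598 nm) was read kinetically; third-minus-first read gave activity.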
# Apoferritin bind – qHTS Assay for Identification of Novel General Anesthetics; apoferritin/1-aminoanthracene competitive binding, fluorescence; Potency, µM (titrated, usually from 77.5 µM), without a hit: at the top dose activity change, negative = displacement, actives largely listed as inhibitors; 350,000 tested, 0.074% active; AID 485281, 2010; also: potency is read from the fitted curve at half-maximal effect; % is scaled to controls: 0 for no effect and ±100 for the full control effect; nearly all actives have a fitted effect of over 20% in size
#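 Steps: apoferritin (10 uM) was premixed with half-saturated 1-AMA in PBS, compounds were pin-transferred, plates stood 10 min at room temperature, fluorescence was read at 380/535 nm, and curves were fitted with a Hill equation.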
# POLH inh – qHTS for Inhibitors of Polymerase Eta | DNA polymerase eta (Homo sapiens), Q9Y253 | recombinant Pol eta, fluorescent DNA replication assay | Potency, µM (titrated, usually from 114 µM), inactives show at the highest dose activity change, negative = inhibition, usual class: inhibitors | 390,000 tested, 1.2% active | AID 588591, 2011; also: potency is read from the fitted curve at half-maximal effect; % is scaled to controls: 0 for no effect and ±100 for the full control effect
#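 Pol eta at 10 nM preincubated with compounds 15 min at room temperature; reaction started with fluorescent substrate (50 nM final) and read kinetically at 0 and 10 min.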
# Pol kappa inh – qHTS for Inhibitors of Polymerase Kappa; 400,000 tested, 0.53% active; Potency, µM (highest dose often 107 µM), inactives show top-dose activity, negative = inhibition, most hits filed as inhibitors; AID 588579, 2011; purified Pol kappa, fluorescent DNA synthesis assay, 10 min; also: potency is read from the fitted curve at half-maximal effect; % is scaled to controls: 0 for no effect and ±100 for the full control effect
#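 10 nM Pol kappa was preincubated with compounds for 15 min at room temperature. Reaction started with 50 nM (final) substrate. Fluorescence read kinetically at 0 and 10 min.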
# RXFP1 antag – qHTS Assay for Antagonists of the Relaxin Receptor RXFP1. HEK293-RXFP1, relaxin-stimulated cAMP HTRF, 30 min; hits give low values. 350,000 tested, 0.59% active. activity change, negative = inhibition, % at 57.5 µM. Relaxin receptor 1 (Homo sapiens), Q9HBX9;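 active = activity change of -60% or lower, but not beyond a set lower limit; inconclusive = change between -60% and -40%, or beyond the set limit; inactive = change above -40%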; also: % is scaled to controls: 0 for no effect and ±100 for the full control effect
# BLM helicase inh – qHTS Assay for Inhibitors of Bloom's syndrome helicase (BLM); RecQ-like DNA helicase BLM (Homo sapiens), P54132; recombinant BLM DNA unwinding, fluorescence dequenching; Potency, µM (series often up to 56.1 µM), for the others: at the highest dose activity change, negative = inhibition, hits mostly inhibitors; 350,000 tested, 0.2% active;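 also: potency is read from the fitted curve at half-maximal effect; plate controls were vehicle for no effect and no enzyme for full effect; nearly all actives have a fitted effect of over 35% in size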
# Target sequence (P54132 whole entry, looked up): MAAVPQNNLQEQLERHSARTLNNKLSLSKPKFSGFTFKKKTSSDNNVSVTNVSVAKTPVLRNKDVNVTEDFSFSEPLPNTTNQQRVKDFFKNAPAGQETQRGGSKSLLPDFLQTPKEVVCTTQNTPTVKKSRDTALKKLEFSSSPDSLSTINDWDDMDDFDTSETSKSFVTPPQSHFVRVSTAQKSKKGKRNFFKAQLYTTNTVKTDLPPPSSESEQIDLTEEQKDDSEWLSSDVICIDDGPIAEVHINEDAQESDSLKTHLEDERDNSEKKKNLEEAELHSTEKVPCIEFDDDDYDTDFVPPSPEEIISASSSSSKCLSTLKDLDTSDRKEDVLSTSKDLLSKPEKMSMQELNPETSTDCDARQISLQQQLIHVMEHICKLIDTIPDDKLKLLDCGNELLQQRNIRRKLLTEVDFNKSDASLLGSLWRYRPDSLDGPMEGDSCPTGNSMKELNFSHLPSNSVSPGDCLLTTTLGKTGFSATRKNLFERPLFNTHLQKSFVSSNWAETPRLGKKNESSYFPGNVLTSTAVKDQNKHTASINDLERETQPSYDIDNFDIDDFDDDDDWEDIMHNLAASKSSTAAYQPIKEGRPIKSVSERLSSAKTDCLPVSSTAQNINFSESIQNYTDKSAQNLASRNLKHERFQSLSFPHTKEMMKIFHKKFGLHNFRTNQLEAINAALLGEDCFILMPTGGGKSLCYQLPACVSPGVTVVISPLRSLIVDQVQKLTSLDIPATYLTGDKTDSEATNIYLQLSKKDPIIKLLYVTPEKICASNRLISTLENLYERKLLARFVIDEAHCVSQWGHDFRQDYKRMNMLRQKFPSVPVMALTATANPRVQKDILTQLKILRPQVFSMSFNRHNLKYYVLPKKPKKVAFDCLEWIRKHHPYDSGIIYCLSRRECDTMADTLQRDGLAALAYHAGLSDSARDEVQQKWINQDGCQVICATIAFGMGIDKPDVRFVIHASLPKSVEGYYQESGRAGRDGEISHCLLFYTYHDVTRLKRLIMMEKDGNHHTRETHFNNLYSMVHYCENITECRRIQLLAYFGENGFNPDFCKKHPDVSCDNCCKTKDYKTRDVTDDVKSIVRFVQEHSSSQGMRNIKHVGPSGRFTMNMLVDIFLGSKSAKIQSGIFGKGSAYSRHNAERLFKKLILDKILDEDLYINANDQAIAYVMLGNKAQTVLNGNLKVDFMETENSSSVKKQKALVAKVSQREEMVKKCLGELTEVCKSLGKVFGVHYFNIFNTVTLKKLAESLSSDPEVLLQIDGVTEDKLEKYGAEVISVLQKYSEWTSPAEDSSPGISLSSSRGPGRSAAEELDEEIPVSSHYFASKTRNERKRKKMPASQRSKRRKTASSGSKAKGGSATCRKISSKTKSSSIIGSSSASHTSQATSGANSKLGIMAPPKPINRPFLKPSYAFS
# Pol beta inh – qHTS Assay for Inhibitors of DNA Polymerase Beta; Potency, µM (top dose mostly 114 µM), for the others: top-dose activity change, negative = inhibition, usual class: inhibitors; Pol beta primer extension/strand displacement, fluorescence kinetic; 340,000 tested, 1.3% active; P06746; also: potency is read from the fitted curve at half-maximal effect; % is scaled to controls: 0 for no effect and ±100 for the full control effect
#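 Pol beta (10 nM) and compounds were preincubated 15 min at room temperature, then 50 nM substrate (final) started primer extension/strand displacement. Reads were taken at 0 and 10 min; concentration-response data were fitted to a four-parameter Hill equation.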
# Tb PGK inh – qHTS Assay to Find Inhibitors of Phosphoglycerate Kinase | Phosphoglycerate kinase, glycosomal (Trypanosoma brucei brucei), P07378 | PGK/GAPDH coupled, Kinase-Glo luminescence, 60 min | Potency, µM (titrated, usually from 57.5 µM), inactives show top-dose activity change, negative = inhibition, usual class: inhibitors | 380,000 tested, 0.043% active | AID 602233, 2012; also: potency is read from the fitted curve at half-maximal effect; % is scaled to controls: 0 for no effect and ±100 for the full control effect; nearly all actives have a fitted effect of over 60% in size
#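 Recombinant glycosomal PGK reaction used 1,3-bisphosphoglycerate generated in-well by GAPDH (100nM final) in 100mM TEA pH 7.6, 5mM MgCl2, 0.01% Tween-20. After 60 minutes at room temperature, ATP was read by Kinase-Glo Plus luminescence end-point.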
# POLI inh – qHTS for Inhibitors of Polymerase Iota; DNA polymerase iota (Homo sapiens), Q9UNA4; Pol iota fluorescent replication assay, 10 min; Potency, µM (series often up to 115 µM), inactives show at the highest dose activity, negative = inhibition, usual class: inhibitors; 390,000 tested, 1% active; also: potency is read from the fitted curve at half-maximal effect
#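 Fluorescent replication assay read twice, at 0 min and 10 min after adding 50 nM (final) substrate. Enzyme (10 nM) and compounds were first incubated 15 min at room temperature; enzyme-free buffer wells were negative controls.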
# * = called active by the depositor; i = inactive; ? = inconclusive; . = no result given; [ ] = dose if it differs, or a comment. Unless noted, calls follow the shape of the dose curve; as a rule, active = well fitted curve in the direction sought with a large enough effect; inconclusive = small, poorly fitted or top-dose-only effect, or another doubt; inactive = no such curve, though single readings can be large; an effect the other way counts as inactive or inconclusive. A portion of the library; count on the stated rates, not on these rows.
SMILES,APEX1 inh,Apoferritin bind,POLH inh,Pol kappa inh,RXFP1 antag,BLM helicase inh,Pol beta inh,Tb PGK inh,POLI inh
CC(Sc1nnc(-c2ccc(C(C)(C)C)cc2)n1C)C(N)=O (stereo not drawn),2.0%,-9.3%,-5.6%,6.7%,-9.2,-6.2%,2.1%,i,-4.1%
O=C(Nc1cccc(Cl)c1)N1CCOCC1,18.1%,-12.0%,-20.2%,-11.9%,3.5,1.4%,-13.4%,6.7%,-25.6%
CC(C)(C)NS(=O)(=O)c1ccc(CCC(=O)NCc2ccccn2)cc1,21.7%,-6.8%,-22.3%,12.5%,1.6,-0.2%,?,-2.5%,30.3%[activator]
COc1ccc(C2C3=C(CC(C)(C)CC3=O)Nc3cc4c(cc32)OCO4)cc1 (stereo not drawn),-5.4%,186.9%[activator],-20.7%,-6.4%,7.1,-5.6%,7.0%,0.9%,70.5%[activator]
COCCN(C(=O)CSc1nnc(Nc2ccc(C)cc2)s1)c1c(N)n(CC(C)C)c(=O)[nH]c1=O,0.8%,-1.6%,-6.0%,1.3%,-15.1,-5.1%,-0.1%,-8.7%,77.1%[activator]
COc1cccc(C(=O)NCC(=O)N/N=C/c2cccnc2)c1,-9.6%,?,-2.8%,-1.1%,6.7,-0.5%,-10.9%,4.3%,5.4%
Cc1ccc(OCC(=O)N/N=C/c2ccc3c(c2)OCO3)cc1C,9.3%,?,-16.4%,-2.5%,-12.2,-0.7%,23.9%,8.5%,17.2%
CC1=C(C(=O)Nc2cccnc2)C(c2ccccc2Cl)n2nc(-c3ccccc3)nc2N1 (stereo not drawn),.,-9.8%,-18.5%,-3.5%,.,-1.8%,-5.0%,-1.5%,-3.1%
COC(=O)c1cc(C(C)=O)n2ccccc12,0.9%,-4.8%,-25.6%,-8.8%,0.5,-4.2%,4.4%,9.6%,21.6%
CCC(=O)c1ccc(OCC(=O)NC2(C#N)CCCCC2)cc1,1.5%,-5.6%,-15.6%,-1.9%,-10.3,1.3%,14.9%,-9.3%,55.4%[activator]
COC(=O)CNS(=O)(=O)c1ccc(Cc2ccc(S(=O)(=O)NCC(=O)OC)cc2)cc1,-2.3%,-4.1%,-6.9%,-1.9%,-1.2,-3.3%,0.7%,15.6%,-0.9%
O=C(Nc1ccc(O)cc1)c1ccc2c(c1)C(=O)N(Cc1cccnc1)C2=O,27.7%,1.5%,-17.8%,-0.5%,-8.4,-7.0%,-1.8%,-12.8%,-5.2%
O=C(CSc1ncn[nH]1)Nc1ccccc1-c1ccccc1,9.0%,-8.0%,-9.5%,-1.6%,0.7,-0.4%,7.0%,5.0%,13.5%
CCCCN(C(=O)c1cccs1)c1c(N)n(Cc2ccccc2)c(=O)[nH]c1=O,6.7%,.,-16.4%,-2.5%,-5.0,.,.,i,28.6%
N/N=C(\c1ccccc1)c1cc(Br)ccc1N,-4.2%,?,-24.3%,-1.6%,-21.8,-3.2%,15.2%,-7.5%,134.6%[activator]
O=C(Nc1ccccc1)c1ccc(S(=O)(=O)NCc2ccco2)cc1,-2.6%,-4.9%,1.4%,-18.3%,-1.1,-1.2%,-10.9%,-7.9%,16.8%
COc1ccc(-n2nc(C(=O)NCC(=O)NC3CCCCC3)c3ccccc3c2=O)c(OC)c1,30.9%,-11.6%,-17.0%,-7.7%,-2.5,-4.3%,21.8%,0.3%,143.9%[activator]
CCCOc1cccc(C2c3c(oc4ccc(F)cc4c3=O)C(=O)N2CCCN2CCOCC2)c1 (stereo not drawn),.,59.5%[activator],-14.2%,8.2%,.,0.9%,-12.8%,-9.2%,22.2%
CC(=O)Nc1ccc(C(=O)NN2C(=O)NC3(CCCCC3)C2=O)cc1,-7.8%,.,1.5%,2.0%,-16.3,.,.,-7.2%,23.5%
CCCCCn1c(=O)[nH]c2cc(C(=O)NCc3ccc(C)cc3)ccc2c1=O,.,2.2%,-5.6%,0.4%,.,-2.2%,19.0%,1.8%,4.4%

# Some values from the results shown.
# POLH inh with O=C(Nc1ccc(O)cc1)c1ccc2c(c1)C(=O)N(Cc1cccnc1)C2=O is entered as -17.8%
# RXFP1 antag with O=C(Nc1ccccc1)c1ccc(S(=O)(=O)NCc2ccco2)cc1 is entered as -1.1
# POLH inh with COc1ccc(-n2nc(C(=O)NCC(=O)NC3CCCCC3)c3ccccc3c2=O)c(OC)c1 is entered as -17.0%

# (further entries)
SMILES,APEX1 inh,Apoferritin bind,POLH inh,Pol kappa inh,RXFP1 antag,BLM helicase inh,Pol beta inh,Tb PGK inh,POLI inh
Cc1ccc(/C(N)=N/OC(=O)c2cccc(F)c2)cc1,4.8%,-1.7%,-14.8%,-11.6%,0.0,1.6%,47.4%,0.0%,-15.8%
Cc1nonc1NC(=O)CSc1nnnn1-c1ccccc1,37.8%,3.7%,-20.8%,4.9%,12.7,1.0%,20.3%,-4.0%,38.8%[activator]
O=C(NCc1ccccc1)C1=C[C@H](c2ccc(Br)cc2)C[C@H](OCCCCO)O1,.,.,-9.6%,8.0%,.,.,.,0.2%,-6.2%
Cc1ccc(NC(=O)C(=O)NCC2CCCN2S(=O)(=O)c2cccs2)cc1 (stereo not drawn),-2.4%,.,-16.3%,-8.2%,-0.7,.,.,2.0%,47.4%[activator]
S=c1[nH]nc(Cc2cccc3ccccc23)o1,5.2%,-2.6%,0.5%,-10.7%,2.0,-0.2%,-17.9%,-6.0%,-3.0%
COCCOC(=O)c1sc2nc[nH]c(=O)c2c1C,-3.0%,-4.2%,-9.3%,1.0%,-4.4,-8.5%,11.4%,-3.8%,19.2%
Cc1cc(CN2C(=O)c3ccccc3C2=O)no1,3.1%,-7.8%,-5.9%,-22.7%,-12.1,-0.4%,6.4%,2.6%,16.7%
C#CC(C)(C)NC(=O)c1sccc1Oc1ccc(F)cc1[N+](=O)[O-],-11.4%,-16.0%,-14.3%,-2.8%,-12.7,-10.0%,2.3%,-3.0%,81.2%[activator]
COc1cc(OC)c(C(=O)OCC(=O)NC2CCCCCCC2)cc1OC,41.1%,.,-16.4%,-0.4%,2.8,.,.,i,54.1%[activator]
CSc1ccc(NC(=O)C2CCN(c3ncccn3)CC2)cc1,.,14.2%,-19.8%,1.8%,.,-1.2%,15.5%,i,26.2%
CC(C)CC(=O)NCCCN1CCN(CCCNC(=O)CC(C)C)CC1,2.6%,1.5%,-5.0%,-2.0%,-1.8,-2.5%,2.7%,4.3%,3.8%
O=C(CSc1nc2cc(Cl)ccc2s1)N1CCCc2ccccc21,5.6%,2.9%,-5.0%,-14.4%[60.1 µM],-5.8,-7.3%,1.6%,-8.8%,16.4%
COc1ccc(NC(=O)C(=O)NCC2(c3ccccc3)CCCC2)c(OC)c1,.,38.6%[activator],-9.7%,-11.1%,?,-9.9%,15.3%,i,16.2%
Cc1[nH]n(-c2ccc(Br)cc2)c(=O)c1/C=N/NC(=O)c1ccccc1,19.6%,2.0%,-17.6%,4.6%,5.7,-5.4%,1.2%,-4.2%,27.7%
COc1ccc(CCNS(=O)(=O)c2ccc(-n3cnnn3)c(OC)c2)cc1OC,20.5%,-6.1%,1.8%,4.7%,2.2,-0.7%,15.0%,-8.5%,-8.5%
CC(C)N1CCc2c(sc(NC(=O)C3CCCCC3)c2C(N)=O)C1,59.4%[activator],1.7%,-6.1%,3.9%,1.4,-1.2%,5.4%,-7.5%,3.9%
CCOc1ccc(-n2c(=S)sc3c(=O)[nH]c(SCC(=O)NCC4CCCO4)nc32)cc1 (stereo not drawn),3.7%,-3.0%,-17.6%,1.9%,.,2.0%,-9.7%,-4.1%,7.6%
Cc1nn2c(SCC(=O)c3cccs3)cc(C(C)(C)C)nc2c1-c1ccccc1,0.7%,-9.2%,?,-16.7%,10.6,-10.0%,8.4%,-0.8%,5.6%
CN1CCC(OC(=O)COc2ccc(Cl)cc2Cl)CC1,13.7%,-6.6%,-7.4%,-8.1%,-13.0,1.5%,6.6%,-9.5%,64.9%[activator]
Cn1c(-c2ccccc2)c(C#Cc2ccc(N)cc2)c2ccccc21,35.7%,.,-4.2%,13.4%,.,.,.,-9.2%,11.1%
Cc1cccc(Cn2c(N(C)CCO)nc3c2c(=O)[nH]c(=O)n3C)c1,2.5%,5.0%,-2.8%,-18.8%,.,3.3%,-14.9%,6.3%,7.6%
COc1ccc(CCNC(=O)COC(=O)c2cc(S(=O)(=O)NCc3ccccc3)ccc2O)cc1OC,?,7.4%,-17.6%,-8.5%,-10.2,-6.6%,-2.1%,-0.7%,13.7%
Cc1cc(NC(=O)Cc2cc(F)cc(F)c2)no1,4.9%,6.0%,-18.9%,-5.5%,6.1,-3.7%,27.2%,i,51.3%[activator]
CN1C2CCC1CC(NC(=O)CSc1ccc(C(C)(C)C)cc1)C2 (stereo not drawn),6.4%,-21.3%,1.7%,-0.2%,-1.7,1.9%,16.3%,-9.5%,-18.6%
CC(C)(C)c1ccc(OC2=CS(=O)(=O)c3ccccc32)cc1,-6.1%,?,-8.2%,-1.6%,-12.6,-13.6%,-13.7%,11.5%,6.5%
N#Cc1ccc(OCC(=O)NCCN2CCOCC2)cc1,14.1%,.,-10.4%,2.7%,3.0,.,.,-3.4%,26.6%
CCOc1ccc(-n2c(SCC(=O)N3CCC(C(=O)O)CC3)nc3ccccc3c2=O)cc1,42.6%[activator],2.1%,-3.8%,2.9%,0.2,-0.9%,2.0%,-17.5%,8.2%
